core dimer inh – blocks dimerization of HCV core protein. TR-FRET GST/Flag-core106 dimerization, 1536-well. inhibition, % at 5 µM. 300,000 tested, 0.33% active. AID 1899;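 active = inhibition above the mean of all tested compounds plus 3 SD, set per screening campaign, cut at about 45% in these data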
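Assay system – GST-tagged and Flag-tagged HCV core protein residues 1-106 · Quantity – core106 proteins, GST 13.5 nM and Flag 17 nM · Benchmarks – unlabelled core106 and no-GST-core106 wells · Read-out basis – percent inhibition of core106 dimerization signal · Detection – time-resolved FRET, ex 340 nm, em 617 and 671 nm · Schedule – 4 h at 22.5 °C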
VLA-4 inh – inhibition in a human VLA-4 binding assay. P13612. VLA-4 expressing cells, ligand binding flow cytometry. inhibition, % (about 7 µM as worked out from the volumes in the protocol). 330,000 tested, 0.2% active. AID 2557; in the data active = inhibition above about 50%
procasp7 counter – counter-screen for procaspase-3 activators: activators of human procaspase-7; P55210; recombinant procaspase-7, Ac-DEVD-pNA absorbance 405 nm; D23A/D198A/D206A triple mutant, cannot self-cleave; scale: DMSO 0, 5 µM enzyme 100; activation, % at 8.5 µM; 330,000 tested, 0.093% active; AID 463210;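 active = percent activation above the screen-wide mean plus 3 SD, cut at about 25% in these data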
Target sequence (P55210 whole entry D23A/D198A/D206A): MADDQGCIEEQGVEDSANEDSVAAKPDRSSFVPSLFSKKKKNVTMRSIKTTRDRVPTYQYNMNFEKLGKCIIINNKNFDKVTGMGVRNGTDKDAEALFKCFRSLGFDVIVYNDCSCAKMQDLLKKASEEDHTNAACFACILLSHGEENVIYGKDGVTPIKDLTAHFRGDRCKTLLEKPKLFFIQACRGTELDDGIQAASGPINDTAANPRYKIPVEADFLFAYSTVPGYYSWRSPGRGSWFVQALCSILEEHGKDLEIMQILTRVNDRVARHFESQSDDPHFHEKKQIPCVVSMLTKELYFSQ
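Test system: Procaspase-7 triple mutant (PC-7 D3A). Also added: Ac-DEVD-pNA substrate, 400 µM as added. Schedule: 1 h enzyme–compound preincubation and 2 h substrate reaction, both 25 °C. Signal: p-Nitroaniline absorbance at 405 nm, read at 0 and 120 min. Control set: low DMSO alone, high DMSO plus 5 µM PC-7.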
Fh CTSL1 inh – counter-screen for PFM18AAP inhibitors: inhibitors of F. hepatica cathepsin L1; recombinant F. hepatica cathepsin L1, Z-Leu-Arg-MCA fluorescence; inhibition, % at 5.96 µM; 300,000 tested, 0.49% active; AID 1906;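 active = inhibition above the mean of all tested compounds plus 3 SD, set per screening campaign, cut at about 17% in these data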;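 also: 0% = plate median of test compound wells and 100% = 1 µM Z-Phe-Ala-diazomethylketone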
PP5 primary – PP5 (human) phosphatase inhibition. AID 1987. purified PP5c, OMFP substrate fluorescence. inhibition, % at 6.7 µM. 320,000 tested, 0.18% active;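 active = inhibition above the campaign's mean inhibition across all tested compounds plus 3 SD, cut at about 9.5% in these data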;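 also: 0% = DMSO only and 100% = 100 µM cantharidin control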
proCasp3 act – procaspase-3 (human) activation; P42574; recombinant procaspase-3 D3A, Ac-DEVD-pNA absorbance 405 nm; activation, % at 8.5 µM; 330,000 tested, 0.11% active;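 active = activation above the mean of all tested compounds plus 3 SD, cut at about 21% in these data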;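 also: 0% = DMSO alone and 100% = DMSO wells spiked with extra 5 µM PC-3 D3A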
Target sequence (P42574 whole entry D9A/D28A/D175A): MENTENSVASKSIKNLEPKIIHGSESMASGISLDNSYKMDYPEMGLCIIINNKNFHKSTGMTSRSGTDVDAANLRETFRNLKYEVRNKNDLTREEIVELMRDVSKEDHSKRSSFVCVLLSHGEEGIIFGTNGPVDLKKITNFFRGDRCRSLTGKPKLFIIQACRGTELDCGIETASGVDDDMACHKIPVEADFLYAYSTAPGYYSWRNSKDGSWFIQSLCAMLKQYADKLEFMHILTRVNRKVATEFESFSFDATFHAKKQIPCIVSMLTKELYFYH
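Evaluation: percent activation relative to control range; Material: Procaspase-3 D3A mutant, all three cleavage aspartates alanine; Compound: single dose, 8.5 µM nominal compound, 0.8% DMSO; Replication: one well per compound; Signal: absorbance at 405 nm, 0 and 120 min; Schedule: 1 h preincubation plus 2 h reaction at 25 °C.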
PP1 inh – counter-screen for PP5 inhibitors: inhibitors of human PP1-alpha | P62136 | purified PP1alpha, OMFP fluorescence | inhibition, % at 6.7 µM | 320,000 tested, 0.9% active;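 active = inhibition above the mean inhibition of all tested compounds plus 3 SD, computed separately for each screening campaign, cut at about 15% in these data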
Target sequence (P62136 whole entry, looked up): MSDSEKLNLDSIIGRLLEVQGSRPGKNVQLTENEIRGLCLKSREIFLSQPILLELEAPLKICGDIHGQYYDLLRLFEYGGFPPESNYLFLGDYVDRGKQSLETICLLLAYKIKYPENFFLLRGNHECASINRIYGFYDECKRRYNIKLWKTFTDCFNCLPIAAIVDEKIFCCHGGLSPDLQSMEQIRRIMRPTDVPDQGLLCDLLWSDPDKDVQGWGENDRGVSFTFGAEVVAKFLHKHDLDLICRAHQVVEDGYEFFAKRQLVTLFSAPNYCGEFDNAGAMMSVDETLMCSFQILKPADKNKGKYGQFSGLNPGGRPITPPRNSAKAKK
GRK2 aptamer HTS – human GRK2 inhibition via aptamer displacement; P25098; bead flow cytometry, FAM-aptamer displacement from GRK2; inhibition of aptamer binding, % at 10 µM; 330,000 tested, 0.59% active; AID 488847;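 active = inhibition of aptamer binding above 40%, roughly 3 SD of noise, on plates passing a quality check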;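 also: median bead fluorescence of bound FAM aptamer so fluorescent compounds give negative values; no value below 0 was filed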
GASC-1 inh – inhibitors of human GASC-1 (JMJD2C) demethylase. Q9H3R0. GST-JMJD2C(1-420) H3K9me3 demethylation, DELFIA europium. inhibition, % at 2.35 µM. 330,000 tested, 0.069% active. AID 2099;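 active = more than half of a compound's replicate wells show inhibition beyond 50%, single wells judged on their own value; inconclusive = some, but no more than half, of replicates pass 50% inhibition; inactive = no replicate passes 50% inhibition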;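 also: signal counts dimethyl H3K9 product captured on neutravidin plate; 0% = median of DMSO wells and 100% = 0.3 times that DMSO median; strong numbers were not always called active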
* hit, by the source's call; ? = inconclusive; . = not tested or not shown.

SMILES | core dimer inh | VLA-4 inh | procasp7 counter | Fh CTSL1 inh | PP5 primary | proCasp3 act | PP1 inh | GRK2 aptamer HTS | GASC-1 inh
CSCc1ccc(C(=O)NC(C)c2cnn(-c3ccccn3)c2C)o1 (stereo not drawn) | -11 | 0 | 5 | -2 | -0.9 | 7 | -1 | 1 | 5
CCC(=O)Nc1sc2c(c1C(N)=O)CCN(Cc1ccccc1)C2 | -8 | -20 | 9 | 0 | 3.7 | 13 | 9 | 1 | -2
CN(c1ccc(OCC(=O)N2CCC(C(N)=O)CC2)cc1)S(=O)(=O)c1cccs1 | -21 | 2 | -13 | -2 | 1.1 | -2 | -3 | 2 | -5
C=CCn1c(CCNC(=O)c2ccccc2F)nnc1SCC(=O)Nc1nc2ccccc2s1 | 0 | -1 | 2 | 0 | -0.3 | -8 | -3 | 0 | -1
CCn1c(SCC(=O)NC2=NCCS2)nnc1C(C)NC(=O)c1ccc(Cl)cc1 (stereo not drawn) | -6 | 3 | -2 | -3 | 0.8 | 4 | 2 | 0 | -23
CC(C)(C)[C@H]1C=C(C(=O)O)O[C@@H](OCCCCO)C1 | 7 | 18 | 8 | 1 | 1.3 | 1 | 0 | 0 | 4
Cc1ccccc1C(=O)OC(C)CN1CCOCC1 (stereo not drawn) | 7 | 6 | 5 | -2 | 1.7 | 7 | 2 | 3 | -13
O=C(NCCCN1CCOCC1)c1cccc(S(=O)(=O)N2CCc3ccccc3C2)c1 | -1 | 4 | 5 | 5 | 0.1 | -1 | 7 | 0 | 38
O=C(NC1CC1)C1CCN(S(=O)(=O)c2cc(Cl)ccc2Cl)CC1 | 1 | 8 | 3 | -1 | 2.7 | 4 | 0 | 0 | 1
Cn1nc(-c2ccccc2)cc1NC(=O)Nc1ccc(C(C)(C)C)cc1 | -4 | -2 | -2 | 0 | 5.3 | 5 | 1 | 0 | -4
CCOC(=O)C1(CCSC)NC(c2ccco2)C2C(=O)N(CC)C(=O)C21 (stereo not drawn) | -4 | 19 | -2 | 0 | 1.5 | -2 | 2 | 6 | 0
Cc1nc2cc(Cl)c(Cl)cc2nc1C | 8 | -14 | -4 | -1 | -1.7 | 6 | 0 | 0 | 0
Fc1ccc(CO/N=C/C2=C(Cl)c3ccccc3CC2)cc1 | -4 | 7 | 0 | -1 | -1.4 | 1 | -1 | 1 | 3
COc1ccc(C(=O)CCC(=O)Nc2cccnc2)cc1 | -5 | 7 | -1 | 2 | -1.3 | 9 | -1 | 0 | 2
O=C(CC1C(=O)NCCN1CC(c1ccccc1)c1ccccc1)NC1CC1 (stereo not drawn) | 1 | 0 | 1 | 6 | 0.8 | 14 | -5 | 0 | -1
C=CCn1c(SCc2ccc(C#N)cc2)nnc1-c1cccc(Cl)c1 | 7 | 44 | 6 | -2 | 2.2 | -7 | 1 | 0 | 7
O=C(Cn1cnc(S(=O)(=O)N2CCCC2)c1)Nc1ccc(OC(F)(F)F)cc1 | -12 | 0 | 3 | -12 | 1.6 | 0 | 0 | 0 | 2
Cc1ccc(C(=O)OCC(=O)N(C)c2ccccc2)c(C)c1 | -11 | 2 | -2 | -2 | 2.4 | 4 | 8 | 2 | -5
CCOC(=O)C(C)Oc1ccc(=O)n(-c2ccccc2)n1 (stereo not drawn) | -7 | . | 1 | 1 | 0.8 | -2 | 6 | 0 | -11
CCN(CC(=O)Nc1ccc(OC)cc1)C(=O)COc1cccc2c1OC(C)(C)C2 | 2 | -12 | 10 | 0 | -1.5 | 1 | -6 | 0 | 2
O=C(NCC(c1ccco1)N1CCCCC1)c1cccs1 (stereo not drawn) | . | -2 | 4 | . | . | 5 | . | 23 | 0
COc1cccc(-c2c(C(=O)N/N=C/c3ccoc3)nnn2-c2nonc2N)c1 | -2 | 6 | -7 | -4 | 3.3 | -6 | -1 | 7 | -15
CCOC(=O)C1(Cc2ccccc2C)CCCN(C(=O)c2ccc(CSC)o2)C1 (stereo not drawn) | 8 | 10 | -6 | 4 | 1.9 | 5 | 1 | 1 | 5
CC(=O)CSc1nnc(-c2ccc(S(=O)(=O)N3CCC(C)CC3)cc2)o1 | 2 | -6 | -2 | 0 | 2.1 | 7 | -1 | 0 | 6
O=C(c1ccc([N+](=O)[O-])o1)N1CCN(c2nc3c(Cl)cccc3s2)CC1 | 4 | 7 | 4 | -1 | 1.7 | 2 | -3 | 2 | 8
O=C(CSCc1ccc(Cl)cc1)Nc1ccc2c(c1)OCCO2 | -2 | 3 | 6 | -4 | 3.0 | 2 | -6 | 0 | -4
COC(=O)c1cc(S(=O)(=O)N2CCCC2)c(Cl)cc1Cl | 0 | 9 | 2 | 2 | 0.2 | 8 | 0 | 1 | -7
COc1ccc(-c2oc(=O)c3cc(OC)c(OC)cc3c2C#CCCO)cc1 | . | -19 | 5 | . | . | 10 | . | 0 | 27
N#Cc1ccccc1OCC(=O)C1CC1 | 12 | 0 | 1 | 5 | 2.2 | 6 | 2 | 1 | 39
Cc1cc(C)n2nc(SCC(=O)N/N=C/c3ccccc3F)nc2n1 | -1 | -14 | 2 | 1 | 1.0 | -3 | -1 | 3 | ?
CCOC(=O)c1cnn2cc(-c3[nH]ncc3[N+](=O)[O-])cnc12 | -4 | 31 | -2 | 5 | 1.5 | 8 | -2 | 1 | 14
CCOn1c(=O)c(-c2cc(OC)ccc2OC)[n+]([O-])c2ccccc21 | 11 | 0 | 2 | -3 | 1.5 | 7 | -3 | 0 | -3
COCCNC(=S)N1CCN(c2nc(-c3ccc(F)cc3)cs2)CC1 | -14 | -5 | 6 | 5 | 2.5 | 3 | 4 | 0 | -2
COc1ccc(N2C(=O)c3ccccc3NC2c2ccc(OC)c(Cn3nnc4ccccc43)c2)cc1 (stereo not drawn) | 3 | -17 | 6 | 1 | 2.5 | -3 | 4 | 3 | -5
COc1cccc(C(=O)NCC(c2cccnc2)N2CCN(c3ccccc3OC)CC2)c1 (stereo not drawn) | 22 | -26 | -4 | 1 | 4.0 | -3 | 1 | 0 | 41
CC1=C/C(=C/N(C)c2ccccc2)C(=O)S1 | 4 | 20 | -23 | -2 | -1.8 | -13 | 3 | 4 | -35
CCOc1cc(C(=O)NCCC(=O)N2CCC3(CC2)NCCc2[nH]cnc23)cc(OCC)c1OCC | -1 | 8 | -8 | -1 | 2.3 | 5 | -2 | 1 | 8
COCCCNC(=O)c1ccc(Cn2c(=O)c3ccccc3n(Cc3ccccc3C)c2=O)cc1 | 15 | 6 | 8 | 1 | 0.4 | 10 | -2 | 1 | 4
O=C(N[C@H](CO)Cc1ccccc1)c1ccco1 | 1 | 3 | 15 | 1 | 1.6 | 3 | -6 | 3 | -7
CCCc1ccc(OCC(=O)O)cc1 | -2 | 22 | -2 | 1 | 1.9 | -4 | -5 | 2 | 8

Three compounds from above, arranged by length of the SMILES, high to low.
SMILES | core dimer inh | VLA-4 inh | procasp7 counter | Fh CTSL1 inh | PP5 primary | proCasp3 act | PP1 inh | GRK2 aptamer HTS | GASC-1 inh
CCOc1cc(C(=O)NCCC(=O)N2CCC3(CC2)NCCc2[nH]cnc23)cc(OCC)c1OCC | -1 | 8 | -8 | -1 | 2.3 | 5 | -2 | 1 | 8
COc1ccc(N2C(=O)c3ccccc3NC2c2ccc(OC)c(Cn3nnc4ccccc43)c2)cc1 (stereo not drawn) | 3 | -17 | 6 | 1 | 2.5 | -3 | 4 | 3 | -5
O=C(NC1CC1)C1CCN(S(=O)(=O)c2cc(Cl)ccc2Cl)CC1 | 1 | 8 | 3 | -1 | 2.7 | 4 | 0 | 0 | 1

Other structures
SMILES | core dimer inh | VLA-4 inh | procasp7 counter | Fh CTSL1 inh | PP5 primary | proCasp3 act | PP1 inh | GRK2 aptamer HTS | GASC-1 inh
O=C(NNC(=S)Nc1ccccc1)c1cccs1 | -2 | 17 | -6 | -2 | -0.9 | -4 | -2 | 0 | -10
O=C(Cn1nnc(-c2ccccc2)n1)Nc1cccc(S(=O)(=O)N2CCCC2)c1 | -4 | 3 | -4 | -5 | 1.1 | 7 | -3 | 0 | -3
COc1ccc(N2C(=O)CSC2c2cccs2)cc1 (stereo not drawn) | -3 | -4 | -11 | 1 | -0.6 | -10 | -3 | 0 | -4
O=C(Cn1ncc(Cl)c(Cl)c1=O)c1ccc(Cl)cc1 | -15 | 32 | 3 | 0 | -0.3 | -2 | 0 | 5 | 9
CCOc1ccc(C(=O)c2ccncc2)cc1 | 2 | -4 | -4 | -1 | 0.9 | 4 | -6 | 0 | 8
COc1ccc2nc(N3CCCC3)c(C#N)cc2c1 | 30 | -2 | -7 | 1 | 2.9 | -8 | 5 | 10 | 47
COc1ccc(C(=O)COC(=O)/C=C/c2ccc(S(=O)(=O)Nc3cccc(S(N)(=O)=O)c3)cc2)cc1 | 17 | -8 | -1 | -3 | 1.6 | 1 | 5 | 0 | 4
CCOC(=O)/C=C/C(=O)OCC(=O)N1CCN(C(=O)c2ccco2)CC1 | 1 | -1 | 2 | 6 | 0.6 | 0 | -4 | 5 | -2
CCN1CCN(c2ncc3c(n2)CC(c2cc(OC)c(OC)c(OC)c2)CC3=O)CC1 (stereo not drawn) | 1 | 46 | 9 | 0 | 0.7 | 1 | -1 | 1 | -1
Cc1ccc(S(=O)(=O)CC(=O)c2ccc(C)c([N+](=O)[O-])c2)cc1 | -2 | 24 | 9 | -3 | 0.6 | -3 | -2 | 0 | 3
O=C(O)CN1C(=O)N/C(=C\c2cccn2-c2ccc(P(=O)(O)O)cc2)C1=O | . | 13 | 3 | . | . | -2 | . | 6 | .
O=C(Nc1cccnc1)c1cnn2c(C(F)F)cc(C3CC3)nc12 | -7 | -4 | 7 | 0 | 2.7 | 0 | -2 | 1 | 1
O=C(O)c1cccc(S(=O)(=O)N2CCc3ccccc3C2)c1 | -2 | -1 | 3 | 1 | 0.8 | 6 | -3 | 1 | -2
Cc1onc(-c2ccccc2)c1CNS(=O)(=O)c1ccc(F)cc1F | -3 | 23 | 7 | -4 | 1.6 | 5 | -1 | 0 | 6
COC(=O)COc1ccc(/C=C2/SC(=O)N(CC(=O)N3CCCC3)C2=O)cc1Br | 5 | 22 | -3 | 3 | -1.5 | 4 | -5 | 30 | ?
Cc1ccc(C)c(N(CC(=O)NCc2ccccc2)C(=O)c2csnn2)c1 | -4 | 6 | -1 | 1 | 3.3 | -4 | 6 | 1 | -24
Cc1cccc2nc(Cn3c(=O)n(CCCC(=O)NCc4ccco4)c(=O)c4ccccc43)cc(=O)n12 | 4 | 6 | 2 | 1 | -0.8 | -3 | -3 | 2 | 3
CCc1sc(NC(=O)CCC(=O)O)nc1-c1cc2ccccc2oc1=O | 1 | 11 | 1 | -1 | 0.6 | -5 | -1 | 0 | 11
O=C(CCl)Nc1ccccc1C(=O)Nc1ccc2c(c1)OCO2 | 0 | 4 | -1 | 21* | -1.6 | -5 | -1 | 0 | -2
O=C(Nc1ccc2c(c1)OCCO2)C1CCN(C(=O)c2ccccc2)CC1 | -6 | -4 | 3 | 1 | 1.1 | 4 | -1 | 1 | -1

Compound activity from PubChem.
